High-throughput results: PubChem BioAssay, Sanford-Burnham Center for Chemical Genomics
VHR inh color: blocks the human dual specificity phosphatase VHR1; inhibition, % at 20 µM; recombinant VHR phosphatase, colorimetric substrate read-out; 50,000 compounds, 0.7% hits; P51452; in the data active = inhibition above about 60%; also: some results filed as inactive read as strong as hits
Target sequence (P51452 whole entry, looked up): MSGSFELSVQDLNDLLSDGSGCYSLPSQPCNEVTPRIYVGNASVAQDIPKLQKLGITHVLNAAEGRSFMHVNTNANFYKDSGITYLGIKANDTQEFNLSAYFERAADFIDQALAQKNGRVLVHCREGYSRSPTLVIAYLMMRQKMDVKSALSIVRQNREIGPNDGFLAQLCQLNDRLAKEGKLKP
* = called active by the depositor. This is a subset (hit frequency here may not be typical).

SMILES	VHR inh color
Cc1onc(-c2c(Cl)cccc2Cl)c1C(=O)NCc1ccc(S(N)(=O)=O)cc1	-1.8
CCc1ccc(NC(=O)CSc2nc3ccc(C)cc3[nH]2)cc1	18.8
COc1ccccc1N1C(=O)c2ccc(C(=O)Nc3ccccc3O)cc2C1=O	7.0
COc1ccc(-c2cc(C(=O)NCCN3CCOCC3)c3ccccc3n2)c(OC)c1	-20.0
COc1c(Cl)ccc(Cl)c1C(=O)Nc1sc2c(c1C(N)=O)CCCC2	0.5
O=C1NC(=O)C(=Cc2ccc(OCc3ccc(F)cc3)cc2)C(=O)N1	-12.8
O=C(Nc1ccc(S(=O)(=O)N2CCCCCC2)cc1)c1cccs1	-2.5
N#CCCn1cc(/C=C2\N=C(c3ccccc3)OC2=O)c(-c2ccc(Cl)cc2)n1	1.2
Cc1nn(Cc2ccccc2)c(=O)c2ccccc12	-28.2
Cc1cc(Cl)ccc1OCCCN1CCOCC1	-37.4
O=c1[nH]nc(N/N=C/c2cccc3ccccc23)c(=O)[nH]1	-1.2
Cc1cc(/C=C2/NC(=O)NC2=O)c(C)n1-c1ccc(C(C)(C)C)cc1	8.1
Cc1ccc(NC(=O)Nc2cc(C)ccn2)cc1	4.8
Cc1ccc(/C(N)=N/OC(=O)COc2ccccc2)cc1	-3.8
CCOC(=O)c1sc(NC(=O)c2ccc(Br)o2)nc1C	-21.7
COc1ccc(-n2c(C)c([N+](=O)[O-])c3ccc(OC(C)=O)c(COC(C)=O)c32)cc1	3.0
COc1cccc(N2C(=O)/C(=C/c3ccccc3[N+](=O)[O-])SC2=S)c1	13.0
C=CCn1c(SCC(=O)N2CCOCC2)nc(O)c(Cc2ccccc2)c1=O	9.9
O=C(CSc1ncn[nH]1)Nc1ccc(Cl)cc1	-21.0
Cc1cc(C(=O)NCc2ccco2)ccc1[N+](=O)[O-]	-42.1

An excerpt of these results, in CSV form.
molecule,VHR inh color
O=c1[nH]nc(N/N=C/c2cccc3ccccc23)c(=O)[nH]1,-1.2
Cc1cc(/C=C2/NC(=O)NC2=O)c(C)n1-c1ccc(C(C)(C)C)cc1,8.1
Cc1ccc(NC(=O)Nc2cc(C)ccn2)cc1,4.8
Cc1ccc(/C(N)=N/OC(=O)COc2ccccc2)cc1,-3.8
CCOC(=O)c1sc(NC(=O)c2ccc(Br)o2)nc1C,-21.7

The main list resumes, starting three compounds before the break.
SMILES	VHR inh color
C=CCn1c(SCC(=O)N2CCOCC2)nc(O)c(Cc2ccccc2)c1=O	9.9
O=C(CSc1ncn[nH]1)Nc1ccc(Cl)cc1	-21.0
Cc1cc(C(=O)NCc2ccco2)ccc1[N+](=O)[O-]	-42.1
CC1=CC(C)C(COC(=O)Nc2ccccc2)C(C)C1 (stereo not drawn)	-7.2
COC(=O)CN(c1cccc(C(F)(F)F)c1)S(C)(=O)=O	8.8
Cc1cccc(/C=C2/SC(=S)N(CN3CCCCC3)C2=O)c1	-1.4
O=C(Nc1ccc(OC(F)(F)F)cc1)c1cnn2c(C(F)(F)F)cc(-c3ccco3)nc12	-38.7
COc1ccc(CNC(=O)Cc2ccc(Cl)cc2)cc1	0.4
CCOC(=O)NC(NCc1ccccc1)(C(F)(F)F)C(F)(F)F	-17.6
O=C(Nc1ncc(Cc2ccccc2)s1)c1ccc([N+](=O)[O-])cc1	-2.1
Cc1cc(OCC(=O)Nc2cccc(Br)c2)ccc1Cl	7.6
O=C(N/N=C/CCc1ccccc1)c1cccc([N+](=O)[O-])c1	-0.5
N/C(=N\OC(=O)c1ccccc1Br)c1cccc([N+](=O)[O-])c1	-6.8
O=C(Nc1ccc(Br)cc1)c1cccc(S(=O)(=O)NC2CCCCC2)c1	3.0
CCN(CC)c1ccc(NC(=O)COc2ccc(Cl)cc2C)cc1	-11.3
Cc1cccc(C(=O)N/C(=C/c2ccco2)C(=O)N2CCCC2)c1	17.1
O=C(c1ccc([N+](=O)[O-])cc1Cl)N1CCN(c2ccccc2)CC1	10.5
COc1ccc(C(=O)N2CCCc3ccccc32)cc1OC	-34.3
CC1CCc2sc3nc(Cc4ccccc4)n(N)c(=O)c3c2C1 (stereo not drawn)	2.7
O=C(NCCCN1CCOCC1)c1ccc(Br)cc1	-27.5
O=C(NCCO)c1ccc(-c2nnc(Nc3ccc(O)cc3)c3ccccc23)cc1	-11.2
O=C1/C(=C/c2c3ccccc3nc3ccccc23)Sc2ccccc21	-24.1
CCOc1ccc(N(CC(=O)NCc2ccc(Cl)cc2)S(C)(=O)=O)cc1	-4.4
O=C(N/N=C\c1ccccn1)c1n[nH]c2c1CCC2	4.6
O=C(CSc1nnc(-c2ccco2)n1-c1ccccc1)NC(c1ccccc1)c1ccccc1	2.0
N#Cc1c(N)n(-c2ccc(Br)cc2)c2nc3ccccc3nc12	-10.4
CCOC(=O)C1=C(O)/C(=C/c2cccnc2)SC1=Nc1ccc([N+](=O)[O-])cc1	6.5
CC1=C(C(=O)OC2CCCC2)C(c2cccc(Cl)c2Cl)C2=C(CC(C)(C)CC2=O)N1 (stereo not drawn)	-3.6
COc1cc(NC(=O)/C=C/c2ccc(OC)c(OC)c2)c(OC)cc1Cl	-9.4
Cc1oc2ccc(OCc3ccccc3Cl)cc2c1C(=O)O	4.6
CN1C(=O)/C(=C\c2ccc3c(c2)OCO3)OC1=S	-1.7
O=C1C=C/C(=N\S(=O)(=O)c2ccc3ccccc3c2)C=C1Br	29.4
O=C(Nc1ccc(Cl)cc1)c1ccc(-c2cccc(Cl)c2)o1	21.6
Cc1ccc2c(c1)C1C=CCC1C(C(=O)O)N2 (stereo not drawn)	50.0
COc1ccccc1C=C1C(=O)NC(=S)N(c2ccccc2F)C1=O	9.3
CC(=NCCc1ccccc1)c1c(C(F)(F)F)[nH]n(-c2nc3ccccc3s2)c1=O	-50.7
O=C(NCC1CCCO1)c1ccccc1Cl (stereo not drawn)	-24.7
COc1ccc([N+](=O)[O-])cc1NC1CCC(c2ccccc2)CC1 (stereo not drawn)	-30.4
CN1C(=O)/C(=C\c2ccccc2Sc2ccc(Cl)cc2)SC1=S	-76.7
O=C(CN(c1cccc(Cl)c1)S(=O)(=O)c1ccccc1)NCCSc1nc2ccccc2s1	-23.9
O=C(Nc1ccccc1CO)c1ccc(I)cc1	-16.3
O=C1NC(=S)N/C1=C/c1ccc(O)c(Cl)c1	-25.3
O=C1CSC2(N1)C1CC3CC(C1)CC2C3 (stereo not drawn)	-8.0
CC(/C=C/c1ccccc1)=N\N=C1/NC(=O)CS1	4.8
CC(=O)Oc1ccc2nc(-c3ccc([N+](=O)[O-])c(C)c3)oc(=O)c2c1	-67.7
CCOC(=O)c1cc(-c2ccc(I)cc2)nc2ccccc12	-4.6
O=C(Nc1ccccc1C(=O)Nc1ccccc1)c1ccc(F)cc1	3.4
O=C(Nc1ccc2[nH]c(=O)[nH]c2c1)c1cc(C(F)(F)F)cc(C(F)(F)F)c1	-6.6
O=C(CCc1ccccc1)Nc1ccc(Oc2ccccc2)cc1	8.4
CCOC(=O)/C=C/COc1ccc2oc(C)c(C(=O)OC)c2c1	-3.6
CCN(C)c1ccc(C=C2C(=O)NC(=O)NC2=O)cc1	-10.2
COc1ccc(C2CC(c3ccccc3)=NN2c2ccccc2OC)cc1 (stereo not drawn)	8.3
O=C(Nc1cccc(Cl)c1)Nc1nnc(-c2ccc(Cl)cc2Cl)s1	-1.4
Cc1c(NC(=O)c2ccc(OCC(C)C)cc2)cccc1-c1nc2ncccc2o1	0.6
O=C(/C=C/N1CCCCC1)c1cccs1	0.5
CN1C(=O)N2CN(C3CCCCC3)CN3C(=O)N(C)C1C23 (stereo not drawn)	-13.7
Cc1ccc(N2C(=O)C(Cl)=C(NCCc3ccccc3)C2=O)c(C)c1	-20.8
COc1ccc(OC)c(C2C(C(C)=O)=C(O)C(=O)N2CCN(C)C)c1 (stereo not drawn)	3.6
COc1cccc(C(=O)N2CCN(Cc3ccc(F)cc3)CC2)c1OC	0.4
COc1cccc(C(=O)Nc2nc3ccc(S(C)(=O)=O)cc3s2)c1	43.1
O=C(NC1CCCCC1)ON=C(c1ccccc1)c1ccccc1	-17.1
O=C(Nc1ccc(F)c([N+](=O)[O-])c1)c1cccc(Cl)c1Cl	-6.7
Cc1cc2nc3s/c(=C\c4cccc(Cl)c4Cl)c(=O)n3c2cc1C	-12.8

Part of the list above, with bars between the fields.
mol | VHR inh color
COc1ccc(-c2cc(C(=O)NCCN3CCOCC3)c3ccccc3n2)c(OC)c1 | -20.0
COc1c(Cl)ccc(Cl)c1C(=O)Nc1sc2c(c1C(N)=O)CCCC2 | 0.5
O=C1NC(=O)C(=Cc2ccc(OCc3ccc(F)cc3)cc2)C(=O)N1 | -12.8
O=C(Nc1ccc(S(=O)(=O)N2CCCCCC2)cc1)c1cccs1 | -2.5

More results follow:
SMILES	VHR inh color
COc1ccc(CC(=O)O/N=C(\N)c2ccc(Cl)cc2)cc1OC	-11.8
COc1c(O)ccc(/C=N/NC(=O)COc2cccc(C)c2)c1[N+](=O)[O-]	-4.4
N/C(=N\OC(=O)COc1ccc(Cl)cc1Br)c1cccnc1	-2.9
N#C/C(=C/c1cc(Br)cc(Br)c1O)c1ccc([N+](=O)[O-])cc1	-19.2
COc1ccc2c(Cl)c(C(=O)N3CCOCC3)sc2c1	8.5
O=C(Nc1ccc(O)c(-c2nc3ccccc3o2)c1)c1ccc(-c2ccc(Cl)cc2)o1	-6.7
CCCCc1c(C)[nH]c2ccc(OC)cc2c1=S	-16.2
CC(C)OP(=O)(OC(C)C)C(O)c1ccc2c(c1)OCO2 (stereo not drawn)	-0.8
CCOc1ccc(NC(=O)CSc2nc3ccc(OC)cc3[nH]2)cc1	11.5
COc1ccc(CCNC(=O)C(=O)Nc2cccc(C)c2)cc1	-14.7
COc1ccc(C(=O)Nc2cccc(C(=O)Nc3nccs3)c2)cc1	-3.2
c1ccc(-n2nnnc2SCc2nc3ccccc3[nH]2)cc1	-7.3
CSc1nc2ccc(NC(=O)/C=C/c3ccccc3)cc2s1	9.2
CC/C(=C/C(=O)c1ccncc1)Nc1cccc(O)c1	5.5
COc1ccc(C2Nc3ccccc3NC3=C2C(=O)CC(c2ccc(Cl)cc2)C3)cc1 (stereo not drawn)	1.0
COc1cc(C(=O)N2CCN(C(=O)COc3ccc4ccccc4c3)CC2)cc(OC)c1OC	9.9
Nc1cccc(C(=O)c2cccc(N)c2)c1	-4.4
C/C(=N/OCC(=O)N/N=C/c1ccccc1NS(=O)(=O)c1ccc(C)cc1)c1ccccc1	-7.2
COc1cc(NC(=O)COc2ccccc2C)cc(OC)c1	4.6
O=c1c2ccccc2c(=O)c2c1c(O)cc1sc3ccccc3[nH]c12	-8.1

Quoted from the listing:
For VHR inh color, CCOc1ccc(NC(=O)CSc2nc3ccc(OC)cc3[nH]2)cc1 has 11.5
For VHR inh color, COc1ccc(C2Nc3ccccc3NC3=C2C(=O)CC(c2ccc(Cl)cc2)C3)cc1 (stereo not drawn) has 1.0

Next section.
SMILES	VHR inh color
O=[N+]([O-])c1cccc(-c2nnc(-c3cccc(F)c3)o2)c1	-5.0
O=C(NC(=S)Nc1cc([N+](=O)[O-])cc(Cl)c1O)c1ccccc1	-27.9
COc1ccccc1N1C(=O)NC(=O)/C(=C/c2ccc(OC)c3ccccc23)C1=O	-8.4
CCOc1ccc(N(CC(=O)Nc2ccccc2C)S(C)(=O)=O)cc1	-30.4
Cn1c(=O)c2c(nc(SCc3ccc([N+](=O)[O-])cc3)n2C)n(C)c1=O	-11.9
O=C(N/N=C/c1cccnc1)c1sc2ccccc2c1Cl	-22.3
CC1=NN(C(=N)c2ccccc2)C(C)(O)C1 (stereo not drawn)	-22.7
O=C(/C=C/c1cc(Br)cs1)Nc1ccc(Cl)cc1Cl	-18.6
CCCC1=NN2C(=N)/C(=C/c3ccc(-c4ccccc4C(=O)OC)o3)C(=O)N=C2S1	115.9*
Cc1ccc2[nH]c(O)c(N=Nc3ccc([N+](=O)[O-])cc3[N+](=O)[O-])c2c1Br	2.4
COc1ccc(CCNc2cc(N3CCN(C(=O)c4ccccc4F)CC3)ccc2[N+](=O)[O-])cc1OC	8.6
C=CCNC(=O)C1CC(=O)N(c2ccc(C)cc2)C1 (stereo not drawn)	19.2
